# Assay outcomes (PubChem)
# Bfl-1 Bim block: disrupts Bim binding to human Bfl-1; Q16548; Bead-based flow cytometry, Bim-Bfl-1 binding inhibition; inhibition, % at 10 µM; 190,000 tested, 0.12% active; AID 1008;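 also: 0% = wells without compound plus tracer and 100% = blocker peptide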
# RGS4-Gao reg: human RGS4-Galphao interaction regulation | P09471 | Multiplexed bead flow cytometry, RGS4-Galphao binding; actives lie on both sides | 220,000 tested, 0.33% active | binding response (% of control), % at 10 µM; in the data active = binding response below about 49% or above about 150%; inactive = in between;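 also: fluorescent Galphao activated with aluminum fluoride binding bead-coupled RGS4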
# RGS7-Gao reg: human RGS7-Galphao interaction regulation. 220,000 tested, 0.35% active. AID 1439. Multiplexed bead flow cytometry, RGS7-Galphao binding; actives lie on both sides. binding response (% of control), % at 10 µM; in the data active = binding response below about 49% or above about 150%; inconclusive = no clear call, values can overlap the other calls; inactive = in between;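 also: fluorescent Galphao held in activated GDP-AlF4 state binding bead-coupled RGS7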
# Mcl1 Bid PPI: disrupts binding of human Mcl-1 to Bid peptide. TR-FRET Mcl-1/Bid-Dy647 peptide binding, 1536-well. inhibition, % at 21.7 µM. 220,000 tested, 0.97% active. AID 1021;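 active = compounds that cut the binding signal by more than half at the single screening dose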;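 also: His-tagged Mcl-1 with europium anti-His antibody binding Bid BH3 peptide; 0% = Mcl-1 plus peptide wells and 100% = peptide-only wells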
# Target sequence (Q07820 whole entry, looked up): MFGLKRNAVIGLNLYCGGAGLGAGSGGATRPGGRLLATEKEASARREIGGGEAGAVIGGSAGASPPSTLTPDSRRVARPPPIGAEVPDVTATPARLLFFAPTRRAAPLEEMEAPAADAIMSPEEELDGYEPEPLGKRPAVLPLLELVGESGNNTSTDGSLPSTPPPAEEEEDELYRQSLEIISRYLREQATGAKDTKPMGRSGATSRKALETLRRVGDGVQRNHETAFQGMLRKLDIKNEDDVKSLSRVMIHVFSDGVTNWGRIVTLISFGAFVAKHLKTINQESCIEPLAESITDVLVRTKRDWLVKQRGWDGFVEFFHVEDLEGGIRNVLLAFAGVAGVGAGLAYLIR
# GSH bead fluor: compound fluoresces at 488/530 nm on GSH beads. GSH beads flow cytometry, compound fluorescence 488/530 nm; hits give high values. 190,000 tested, 0.25% active. fluorescence (KMESF) at 10 µM. AID 1776; in the data active = fluorescence above about 89;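 also: glutathione beads carrying GST-tagged Bcl family fusion proteins plus one bare bead set; values are compound well signal with DMSO vehicle wells as background; inactives centre near 16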
# Bcl-XL Bim block: disrupts Bim peptide binding to human Bcl-XL; bead flow cytometry, fluorescence; inhibition, % at 10 µM; 190,000 tested, 0.04% active; Q07817; AID 1007
# Target sequence (Q07817 whole entry, looked up): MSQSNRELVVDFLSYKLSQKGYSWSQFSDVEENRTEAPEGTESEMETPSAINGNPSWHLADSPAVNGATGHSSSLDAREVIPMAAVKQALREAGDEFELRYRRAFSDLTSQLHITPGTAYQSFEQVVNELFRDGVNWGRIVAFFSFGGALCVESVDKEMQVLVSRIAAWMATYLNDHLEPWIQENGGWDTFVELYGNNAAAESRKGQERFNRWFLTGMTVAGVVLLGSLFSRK
# RGS8-Gao reg: modulates binding of RGS8 to human Galphao; P09471; multiplexed bead flow cytometry; actives lie on both sides; response (percent of control binding), % at 10 µM; 220,000 tested, 0.34% active; in the data active = response below about 60% or above about 140%; inactive = in between;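 also: Galphao activated as the GDP aluminium fluoride complex binding bead-coupled RGS8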
# Bcl-W Bim block: human Bim-Bcl-W interaction inhibition. Q92843. bead-based flow cytometry, Bim peptide-Bcl-W binding. inhibition, % at 10 µM. 190,000 tested, 0.02% active. AID 952;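 also: 0% = bound tracer without compound and 100% = peptide blocker; higher means less fluorescent Bim peptide bound to Bcl-W beads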
# Target sequence (Q92843 whole entry, looked up): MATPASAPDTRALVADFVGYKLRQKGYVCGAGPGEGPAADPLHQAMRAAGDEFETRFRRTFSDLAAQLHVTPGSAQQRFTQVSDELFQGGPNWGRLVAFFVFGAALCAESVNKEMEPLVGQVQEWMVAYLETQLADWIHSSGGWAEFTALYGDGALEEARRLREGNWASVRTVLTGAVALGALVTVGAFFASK
# Bcl-B Bim block: human Bim-Bcl-B interaction inhibition | Q9HD36 | bead-based flow cytometry, Bim peptide-Bcl-B binding | inhibition, % at 10 µM | 190,000 tested, 0.073% active;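 also: 0% = tracer peptide without compound and 100% = reference inhibitor peptide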
# Target sequence (Q9HD36 whole entry, looked up): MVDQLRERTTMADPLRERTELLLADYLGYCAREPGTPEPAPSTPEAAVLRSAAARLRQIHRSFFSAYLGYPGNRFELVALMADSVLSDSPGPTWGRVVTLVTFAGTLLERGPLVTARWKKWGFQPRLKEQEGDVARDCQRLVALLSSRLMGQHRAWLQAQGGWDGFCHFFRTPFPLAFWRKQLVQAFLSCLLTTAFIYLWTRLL
# Bim-Bcl-2: human Bim-Bcl-2 interaction inhibition. 190,000 tested, 0.06% active. AID 950. Bead-based flow cytometry, Bim peptide-Bcl-2 binding. inhibition, % at 10 µM; in the data active = inhibition above about 40%; inconclusive = no clear call, values can overlap the other calls;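 also: 0% = no compound wells with probe peptide and 100% = reference peptide inhibitor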
# Mcl-1 Bim block: inhibitors of Bim-Mcl-1 interaction, human; Q07820; Bead-based flow cytometry, Bim peptide-Mcl-1 binding; inhibition, % at 10 µM; 190,000 tested, 0.1% active;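 also: 0% = no compound tracer wells and 100% = peptide blocker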
# The depositor's hits bear a star; ? = inconclusive. Rule as the data show it, unless noted: active = inhibition above about 40%.
# Order of values – Bfl-1 Bim block	RGS4-Gao reg	RGS7-Gao reg	Mcl1 Bid PPI	GSH bead fluor	Bcl-XL Bim block	RGS8-Gao reg	Bcl-W Bim block	Bcl-B Bim block	Bim-Bcl-2	Mcl-1 Bim block
[1] O=C(O)C1=C(C(=O)Nc2ccc(F)c(Cl)c2)CCCC1
 : -5	105	99	-6	51	1	100	2	-5	-5	0
[2] CCOC(=O)Nc1ccc2c(c1)nc(CN1CCN(C(C)=O)CC1)n2C
 : -14	98	99	-21	22	-3	103	0	-6	-7	-1
[3] Cn1cc([C@@H]2C[C@H]3CN(C4CCCC4)C(=O)[C@]34CCCN24)c(-c2ccccc2)n1
 : -5	100	98	-37	10	-2	99	-1	-3	-2	-3
[4] COc1ccc(/C(N)=N/OC(=O)c2cccs2)cc1OC
 : -7	102	103	-25	10	-3	104	-1	-5	-4	-3
[5] CCc1ccc(NC(=O)c2noc3c2CCCCC3)cc1
 : -2	99	101	-8	12	0	101	-2	-2	-2	-2
[6] CN(c1ccc2nc3ccccc3c(=O)n2n1)C1CCCCC1
 : -3	99	100	-11	16	2	99	3	0	2	3
[7] COc1ccc(CCNC(=O)Cn2cccc2C(=O)c2ccccc2)c(OC)c1
 : -5	105	98	0	11	-5	104	-3	-4	0	-3
[8] COc1cccc2c1OCC(C(=O)OCc1cccnc1)=C2
 : -2	103	100	-14	18	-1	103	0	-4	0	-2
[9] Cc1cccc(N=Nc2cn[nH]c2-c2ccco2)c1
 : 3	94	96	5	68	0	97	2	0	3	-2
[10] Cc1ccc(CC(=O)N/N=C/c2ccc3c(c2)OCO3)cc1
 : -6	102	?	-16	11	-4	105	-2	-2	-3	-2
[11] O=C1OC2(CCCCC2)OC(=O)C1=CNc1ccc2c(c1)OCO2
 : 0	93	95	-24	15	1	100	0	-1	0	0
[12] CCCC(=O)Nc1ccc2oc(-c3cncc(Br)c3)nc2c1
 : 2	103	99	-4	21	-1	106	-4	0	2	-1
[13] CCOC(=O)C1=C(C)Nc2ncnn2C1/C=C/c1ccccc1 (stereo not drawn)
 : -12	102	104	-17	49	-10	99	3	-6	-8	-5
[14] CC(=O)c1cnc2sccn2c1=O
 : -5	102	101	36	16	-6	103	-4	-6	-1	-3
[15] CC1CCC2C(C1)Nc1c(C(=O)O)cccc1C2(C)C (stereo not drawn)
 : -2	99	92	-45	24	0	95	0	-1	2	2
[16] CCOC(=O)N1CCN(S(=O)(=O)c2ccc(C(=O)Nc3nnc(CC)o3)cc2)CC1
 : -15	101	102	-5	11	-4	101	-2	-6	-4	-1
[17] CC(C)C(c1nnnn1Cc1ccccc1)N1CCN(Cc2ccc3c(c2)OCO3)CC1 (stereo not drawn)
 : -13	102	98	-14	16	-2	99	0	-5	-7	4
[18] O=S(=O)(c1ccccc1C(F)(F)F)N1CCC(n2cnc3ccccc32)CC1
 : -4	102	103	-3	34	-1	100	-4	-3	-4	-5
[19] O=C(CN1C(=O)CCSc2ccccc21)Nc1ccc2c(c1)OCO2
 : -11	96	92	-41	31	-4	97	0	-5	-11	0
[20] Cc1n[nH]c(=O)n1-c1ccc(OC(F)(F)F)cc1
 : -4	78	99	-14	15	-1	92	0	-1	-3	-3
[21] O=C(Nc1ccn(Cc2ccc(F)cc2)n1)c1ccncc1
 : -15	107	100	18	13	-5	103	-3	-8	-5	0
[22] CCOC(=O)C1(CCCc2ccccc2)CCN(Cc2nccn2CC)CC1
 : -3	98	92	1	20	-2	99	-1	-3	-3	0
[23] O=C(NCc1ccc2c(c1)OCO2)C1CC(c2cccc(Br)c2)=NO1 (stereo not drawn)
 : -1	102	103	8	18	2	100	0	-1	1	0
[24] COc1cc(C(N)=O)cc(Br)c1OC
 : -3	97	98	-18	23	-3	99	0	-6	-6	0
[25] COc1cc(NC(=O)c2c(F)cccc2F)nc(OC)n1
 : -3	101	99	-9	17	-1	100	0	-3	-3	0
[26] N#C/C(=C\c1cn(CC(=O)N2CCCC2)c2ccccc12)C(=O)NCc1ccc2c(c1)OCO2
 : -16	94	94	4	10	-9	97	-5	-7	-7	-3
[27] Cc1ccc(OCc2nnc(SCC(=O)c3ccccc3)n2-c2ccccc2)cc1
 : 4	100	99	-16	17	-6	103	-6	-28	0	-1
[28] COc1ccc(CCNC(=O)CN(C)S(=O)(=O)c2cccc3nsnc23)cc1OC
 : 0	102	103	-9	10	0	101	0	0	0	0
[29] CC(=O)Nc1ccc(N(C(=O)c2ccco2)C(C(=O)NC2CCCC2)c2cccs2)cc1 (stereo not drawn)
 : -12	98	96	-20	59	-6	101	-2	-7	-6	-3
[30] CC1=CC(C)(C)Nc2ccc(OC(=O)c3cccnc3)cc21
 : -7	102	103	-37	4	0	104	0	-8	-3	0
[31] N=c1sccn1CC(=O)Nc1ccc(S(=O)(=O)N2CCOCC2)cc1
 : 0	99	96	-12	13	-1	101	-1	-3	-5	-6
[32] COc1cc(/C=C(\C#N)c2ccccn2)ccc1OCC(=O)Nc1cccc(C(F)(F)F)c1
 : -2	100	98	28	9	-8	100	-2	-7	0	-4
[33] COc1ccc(OC)c(NC(=O)C2COc3ccccc3O2)c1 (stereo not drawn)
 : -13	95	95	-11	60	16	99	3	-9	-7	0
[34] CS(=O)(=O)N(CC(=O)NCc1ccc2c(c1)OCO2)c1cccc(Cl)c1
 : -3	103	102	7	17	-3	104	0	-12	-4	-10
[35] C/C(=N\NC(N)=S)c1ccc(Cl)s1
 : -2	100	103	-40	8	-9	99	-4	-5	-6	-7
[36] CCOc1ccc(-c2nn(-c3ccccc3)cc2/C=C2\SC(=S)N(Cc3ccco3)C2=O)cc1
 : 17	104	99	6	12	0	93	7	-6	6	-1
[37] CCOc1ccc(C(=O)C(CCC(CN(C)C)C(=O)c2ccc(OCC)cc2)CN(C)C)cc1 (stereo not drawn)
 : -6	102	102	30	12	-4	99	-5	-3	-6	-4
[38] Cn1c(Cn2c(=O)sc3ccccc32)nnc1SCC(=O)Nc1ccccc1
 : -1	101	103	-11	15	-10	99	-6	-10	-3	-6
[39] C=CCSc1n[nH]c(-c2ccc(OCCCC)cc2)n1
 : -13	106	102	-7	41	-8	102	3	-6	-8	0
[40] O=C(COc1ccc(Cl)cc1Cl)NCCSc1ccc(Cl)cc1
 : -13	97	103	1	23	0	99	0	-6	-2	-1
[41] CCN(CC(=O)NCc1cccs1)S(=O)(=O)c1ccc(C(C)C)cc1
 : -2	99	100	-15	23	-3	101	-3	-2	-5	-2
[42] COc1cc(C)c(/C=C(\C#N)C(=O)Nc2cccc(C)c2)cc1C(C)C
 : -12	104	103	-4	14	-7	104	-3	-8	-7	-4
[43] CCC(C)(C)NC(=O)C(c1ccc(C)cc1)N(Cc1cccs1)C(=O)c1ccc2c(c1)OCCO2 (stereo not drawn)
 : 0	96	96	-17	8	0	96	0	-1	2	-1
[44] COc1ccc2c(c1OC)C(=O)N1c3ccccc3SC21 (stereo not drawn)
 : 2	95	100	-13	10	-3	94	-2	-6	0	-4
[45] Cc1noc(C)c1CSc1nnc2scc(-c3ccc(Cl)cc3)n12
 : -12	98	100	-13	32	0	99	2	-8	-10	-2
[46] O=C(Oc1cccnc1)c1ccc([N+](=O)[O-])cc1Cl
 : 0	101	101	-14	9	0	102	1	-2	3	-3
[47] Nc1nc(Cl)cc(Sc2ccc(F)cc2)n1
 : -12	103	103	18	51	-12	101	-3	-8	-10	-4
[48] N#CC(C(=O)NC1CCCCC1)=C1CCCCCC1
 : -4	112	113	-4	8	-6	110	-7	-6	-4	-6
[49] O=c1cc(O)nc(-c2ccc(Cl)cc2)s1
 : 1	99	104	-19	13	-5	96	-1	0	-2	-1
[50] COc1cccc(C(C(=O)Nc2ccc(F)cc2)N(C(=O)Cn2nnc3ccccc32)C2CC2)c1 (stereo not drawn)
 : -2	99	102	-2	26	-3	100	-2	-2	-1	0
[51] COc1cccc2cc(C(=O)C3=C(O)C(=O)N(CCN4CCOCC4)C3c3cccs3)oc12 (stereo not drawn)
 : 2	93	106	-67	15	1	103	3	3	5	1
[52] CCCCc1nc(NCCNC(=O)c2ccccc2)c(C#N)c2c1CSC(C)(C)C2
 : -7	104	103	19	29	4	101	0	-8	-5	-1
[53] O=C(N/N=C\c1ccco1)c1cncc(Br)c1
 : -3	107	107	-51	8	-8	108	-6	-8	-4	-7
[54] CC(=O)Nc1ccc(/C=C(\C#N)C(=O)NC2CCCCC2C)cc1 (stereo not drawn)
 : -5	99	104	1	23	-3	102	-3	-5	2	-1
[55] CCCc1cc(=O)[nH]c(SCC(=O)NCCCC(=O)OCC)n1
 : -15	98	100	-27	24	0	100	-1	-5	-8	-1
[56] CCOC(=O)C1=C(C)NC(=O)NC1c1ccc(OCC(=O)OC)c(OC)c1 (stereo not drawn)
 : -7	102	101	1	17	-6	103	-3	-4	-6	0
[57] CCCOc1ccc(-c2nc(N)n[nH]2)cc1
 : -2	100	97	-9	5	-1	100	0	0	0	-1
[58] CCOP(=O)(c1ccccc1)C(O)c1ccccc1 (stereo not drawn)
 : 2	94	92	-15	5	0	81	-2	0	1	0
[59] Cc1cc(NC(=O)CSc2nnc(-c3cccnc3)n2C2CCCCC2C)no1 (stereo not drawn)
 : -4	100	100	-5	15	-4	100	-1	-1	0	0
[60] CN1CCOCCOCCN(C)C(=O)N2CCOCCOCCN(CCOCC2)C1=O
 : -4	102	101	-23	12	-4	97	-4	-6	-3	-5

# Following part
# Order of values – Bfl-1 Bim block	RGS4-Gao reg	RGS7-Gao reg	Mcl1 Bid PPI	GSH bead fluor	Bcl-XL Bim block	RGS8-Gao reg	Bcl-W Bim block	Bcl-B Bim block	Bim-Bcl-2	Mcl-1 Bim block
[61] COc1cc2c(=O)n(CC3CCCO3)c(=O)n(CC(=O)Nc3cccc(Cl)c3)c2cc1OC (stereo not drawn)
 : 0	99	104	-15	10	6	96	0	0	0	1
[62] O=C(NNc1ccc(Cl)nn1)c1ccc(Cl)cc1
 : 2	102	100	-44	17	-8	102	-2	-4	3	-12
[63] CCOc1cc(/C=N/NC(=O)C(C)Sc2ccccn2)ccc1O (stereo not drawn)
 : -6	90	89	-52	15	-6	98	-2	-5	-2	-2
[64] COc1ccc(C(NC(=O)c2ccc(=O)[nH]c2)C(=O)Nc2ccc(C(C)C)cc2)cc1 (stereo not drawn)
 : 3	100	106	-60	15	-1	99	0	-2	-4	-7
[65] COC(=O)c1sccc1NC(=S)N1CCN(c2ccccc2F)CC1
 : -1	101	102	-25	11	-10	101	-8	-6	-6	-11
[66] CC(=O)N1CCc2cc(C(=O)CN3CCCCC3)ccc21
 : -9	98	100	-17	17	-4	100	1	-4	-4	-1
[67] CC(C)N1CCN(Cc2ccc3nsnc3c2)CC1CCO (stereo not drawn)
 : -6	100	102	-28	16	-10	101	-5	-13	-5	-5
[68] c1ccc(-n2nc3c(ccc4cnnc43)[nH]2)cc1
 : -8	98	99	-21	11	1	101	3	-5	-9	0
[69] Cc1ccc(-c2nc(NC(=O)c3nn(C)cc3[N+](=O)[O-])sc2C)cc1
 : -11	101	100	12	15	-2	99	0	-5	-5	2
[70] COCCN1C(=O)C(=O)/C(=C(/O)c2ccc(C)cc2)C1c1ccccn1 (stereo not drawn)
 : -6	106	103	-7	24	-1	106	-1	-3	-7	-4
[71] CCOc1cc(NC(=O)c2ccco2)c(OCC)cc1NC(=O)Cc1cccc(OC)c1
 : -9	83	90	-8	38	-13	95	0	-12	-6	-3
[72] CCCCCCC/C(C)=N/NC(=O)CC(=O)NCCc1ccccc1
 : -11	96	97	-22	25	0	100	2	-4	0	2
[73] CCCNC(=O)N[C@@H](Cc1ccccc1)C(=O)OC
 : -15	100	102	-17	11	-2	101	0	-11	-11	-2

# Not a hit list. About 1.8% of those tested had a hit in this group.
